# Measles CPE: protection of cells from measles virus; protection (pct of control), % at 4 µM; AID 841; Measles virus-infected cells, CPE protection, absorbance; hit rate 1.5% among 140,000; in the data active = protection mostly above about 24%, no sharp cut-off; inactive = mostly below about 26%; also: some compounds called inactive have numbers as strong as hits
# NPY-Y2 antag: antagonists of human neuropeptide Y receptor Y2. P49146. NPY-Y2 expressing cells, antagonist mode. inhibition, % at 2.7 µM. hit rate 0.99% among 140,000. AID 793; in the data active = inhibition above about 17%;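 also: 0% = vehicle with agonist challenge and 100% = reference antagonist with challenge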
# Target sequence (P49146 whole entry, looked up): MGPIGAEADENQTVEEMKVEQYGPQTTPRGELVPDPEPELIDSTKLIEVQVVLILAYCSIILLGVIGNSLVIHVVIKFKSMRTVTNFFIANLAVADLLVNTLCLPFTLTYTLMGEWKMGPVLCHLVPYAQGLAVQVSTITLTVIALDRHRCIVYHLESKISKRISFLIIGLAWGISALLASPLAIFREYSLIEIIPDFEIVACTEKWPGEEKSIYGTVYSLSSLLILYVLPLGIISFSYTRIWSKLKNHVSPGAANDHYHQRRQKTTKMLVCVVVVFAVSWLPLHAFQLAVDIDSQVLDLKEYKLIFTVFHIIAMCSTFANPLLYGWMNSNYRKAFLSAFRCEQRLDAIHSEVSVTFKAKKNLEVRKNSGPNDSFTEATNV
# E-sel TNF inh: TNF alpha driven E-selectin expression inhibition; AID 1246; HUVEC TNFa-induced E-selectin immunofluorescence, high content; hit rate 0.71% among 120,000; inhibition, % at 2 µM;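 active = inhibition above the batch mean plus 3 SD, and confirmed as a hit on visual image review, cut at about 43% in these data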;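 also: 0% = TNF-stimulated DMSO wells and 100% = unstimulated control wells; not every result past the cut was called active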
# Yeast lifespan up: yeast lifespan extension; S. cerevisiae growth with nicotinamide, OD615; deaD strain in restrictive glucose medium; inhibition of the nicotinamide effect, % at 10 µM; hit rate 0.68% among 130,000;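 active = inhibition above a set limit, placed 3 SD over the median of all compounds, cut at about 26% in these data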;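 also: 0% = nicotinamide-treated wells and 100% = cells grown without nicotinamide; some compounds called inactive have numbers as strong as hits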
#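 Buffer or medium: CSMM-D glucose medium, restrictive; test system: modified budding yeast, DeaD strain; compound: single dose 10 µM compound, 0.25% DMSO; schedule: culture preincubation 4 h, compound exposure 48 h, both 30 °C; detection: optical density (absorbance) at 615 nm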
# Yeast growth inh: reduces growth of yeast BB579 in restrictive medium; S. cerevisiae BB579 growth, OD615, 48 h; AID 804; inhibition, % at 10 µM; hit rate 0.51% among 140,000;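 active = inhibition above a set limit, 3 SD over the mean compound inhibition, cut at about 44% in these data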; also: inactives centre near -24
#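 Material: Saccharomyces cerevisiae DeaD strain BB579, replicative lifespan model yeast; buffer or medium: CSMM-D restrictive synthetic medium containing dextrose (glucose); compound: 10 µM single dose, DMSO 0.25%; timing: 48 h compound exposure at 30 °C after 4 h preincubation; signal: turbidity as optical density at 615 nm; benchmarks: positive control amphotericin B 10 µg/mL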
# HCT116 bCat-KO: beta-catenin-lacking colon tumor cell growth suppression; HCT116 beta-catenin knockout viability, CellTiter-Glo, 60 h; active compounds read low; viability, % at 10 µM; hit rate 1.5% among 140,000;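 active = viability at or under a set limit, the compound median less 4 SD, cut at about 6% in these data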;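 also: 0% = Hyamine 1622 control at 20 µM and 100% = untreated cell control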
# MRP-1 activ: activates MRP-1. viability increase, % at 10 µM. H69AR cells + doxorubicin, viability rescue, CellTiter-Glo. hit rate 0.61% among 140,000;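 active = viability gain under doxorubicin at or above a set limit, the compound median plus 3 SD, cut at about 4.7% in these data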;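 also: MRP-1 overexpressing cells given doxorubicin 25 µM after compound pretreatment; 18-22 h compound pretreatment then 72 h with doxorubicin before readout; 0% = doxorubicin-only wells and 100% = vehicle-treated cells without doxorubicin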
# Phagocyt inh: blocks phagocytosis by macrophages; J774A.1 macrophage IgG-bead phagocytosis, imaging; inhibition, % at 5 µM; hit rate 0.07% among 110,000;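 active = inhibition above the mean of the plate negative controls plus 5 SD, cut at about 13% in these data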;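 also: phagocytic index as fraction of beads internalized from green versus red external bead signal; plate controls were DMSO negative control for no effect and cytochalasin-D positive control for full effect; some results beyond the cut were filed as inactive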
# GALR2 blocker: blocks the human galanin receptor 2; GALR2-expressing cells, antagonist mode; hit rate 0.39% among 140,000; inhibition, % at 4 µM; O43603; in the data active = inhibition above about 27%;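 also: cells stimulated with galanin 1-16 at roughly its EC80; 0% = agonist challenge control and 100% = basal control without agonist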
# Target sequence (O43603 whole entry, looked up): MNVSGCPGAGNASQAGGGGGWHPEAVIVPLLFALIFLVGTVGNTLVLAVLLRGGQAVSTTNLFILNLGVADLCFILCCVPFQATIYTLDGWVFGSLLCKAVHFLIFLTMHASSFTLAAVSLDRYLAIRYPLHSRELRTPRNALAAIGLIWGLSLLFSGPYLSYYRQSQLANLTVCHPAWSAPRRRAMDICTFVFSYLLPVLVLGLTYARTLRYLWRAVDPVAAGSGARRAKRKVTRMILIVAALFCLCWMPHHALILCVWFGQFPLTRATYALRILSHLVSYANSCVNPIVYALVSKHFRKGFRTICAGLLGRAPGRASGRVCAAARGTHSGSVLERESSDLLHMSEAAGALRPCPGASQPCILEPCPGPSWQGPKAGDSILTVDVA
# HCT116 PTEN-null: suppresses growth of cells with PTEN deletion. HCT116 PTEN-null viability, CellTiter-Glo, 60 h; active compounds read low. viability, % at 10 µM. hit rate 1.2% among 140,000;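 active = viability at or below a set limit, 4 SD under the median of all tested compounds, cut at about 3.7% in these data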;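 also: PTEN knockout HCT116 line with beta catenin targeted HCT116 as companion control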
# An asterisk follows results filed as active; . = not tested or not shown.
[1] Cc1cccc(NC(=S)NNC(=O)c2csc3c2CCCC3)c1
[2] Cc1ccc2cccc(OCC(=O)NCc3ccco3)c2n1
[3] CCOC(=O)c1c(C)[nH]c(C(=O)/C(C#N)=C/c2ccc(OC)c(OC)c2)c1C
[4] CC(C)(C)NC(=O)/C=C/c1cccc(C(F)(F)F)c1
[5] Cn1c(SCc2ccccc2)nnc1-c1ccc2c(c1)OCO2
[6] CC1CN(C(=O)c2cccc(COc3ccc(Br)cc3)c2)CC(C)O1 (stereo unspecified)
[7] CCC(c1nnnn1CS(=O)(=O)c1ccc(C)cc1)N1CCN(c2nc3ccccc3s2)CC1 (stereo unspecified)
[8] CCCNC(=O)c1cc(S(=O)(=O)N2CCc3ccccc32)ccc1F
assay / entry	1	2	3	4	5	6	7	8
Measles CPE	16	4	6	12	15	9	4	31
NPY-Y2 antag	8	0	4	2	4	3	1	1
E-sel TNF inh	-15	10	.	-13	-28	.	1	-6
Yeast lifespan up	-17	-17	-1	1	-10	5	6	-6
Yeast growth inh	-31	-57	-15	-35	16	-53	-30	-10
HCT116 bCat-KO	48	95	84	94	107	62	48	76
MRP-1 activ	-3.8	-0.8	1.5	1.6	1.2	-0.1	-2.4	-3.4
Phagocyt inh	.	3	-17	0	0	-8	.	.
GALR2 blocker	12	9	-5	-2	5	-13	-18	3
HCT116 PTEN-null	32	93	93	95	106	72	54	83

# In a second layout: entries from further up
5) Cn1c(SCc2ccccc2)nnc1-c1ccc2c(c1)OCO2
- Measles CPE = 15
- NPY-Y2 antag = 4
- E-sel TNF inh = -28
- Yeast lifespan up = -10
- Yeast growth inh = 16
- HCT116 bCat-KO = 107
- MRP-1 activ = 1.2
- Phagocyt inh = 0
- GALR2 blocker = 5
- HCT116 PTEN-null = 106
6) CC1CN(C(=O)c2cccc(COc3ccc(Br)cc3)c2)CC(C)O1 (stereo unspecified)
- Measles CPE = 9
- NPY-Y2 antag = 3
- E-sel TNF inh = .
- Yeast lifespan up = 5
- Yeast growth inh = -53
- HCT116 bCat-KO = 62
- MRP-1 activ = -0.1
- Phagocyt inh = -8
- GALR2 blocker = -13
- HCT116 PTEN-null = 72
7) CCC(c1nnnn1CS(=O)(=O)c1ccc(C)cc1)N1CCN(c2nc3ccccc3s2)CC1 (stereo unspecified)
- Measles CPE = 4
- NPY-Y2 antag = 1
- E-sel TNF inh = 1
- Yeast lifespan up = 6
- Yeast growth inh = -30
- HCT116 bCat-KO = 48
- MRP-1 activ = -2.4
- Phagocyt inh = .
- GALR2 blocker = -18
- HCT116 PTEN-null = 54

# Next part.
[9] CCOc1ccc(N(CC(=O)Nc2ccc3c(c2)OCCO3)S(=O)(=O)c2c(C)noc2C)cc1
[10] Cc1cccc(Oc2nc(CN3CCOCC3)nc3sc4c(c23)CCCC4)c1
[11] Cc1[nH]n(-c2ccccc2)c(=O)c1-c1cccc(Cl)c1
[12] Cc1ccc(NC(=O)Nc2ccc(C(=O)N3CCOCC3)cc2)cc1
[13] Cc1cc(N2C(=O)CC(N3CCN(C(c4ccccc4)c4ccccc4)CC3)C2=O)no1 (stereo unspecified)
[14] COCCN(Cc1cc2cc3c(cc2[nH]c1=O)OCO3)C(=O)c1cccs1
[15] O=C(Nc1ccccn1)c1ccc2c(c1)S(=O)(=O)c1ccccc1C2=O
[16] CCC1CCC2(CC1)NC(CO)(CO)CO2 (stereo unspecified)
assay / entry	9	10	11	12	13	14	15	16
Measles CPE	9	8	37	4	1	14	33	2
NPY-Y2 antag	2	29*	0	-2	0	1	1	-1
E-sel TNF inh	7	.	-6	13	0	.	.	-46
Yeast lifespan up	-5	33*	-6	-3	-11	-25	2	-10
Yeast growth inh	-3	-28	8	-15	-10	-7	-53	-30
HCT116 bCat-KO	82	68	84	95	104	83	89	100
MRP-1 activ	-3.0	-3.6	-0.7	-0.8	-2.1	-3.1	-4.0	-1.6
Phagocyt inh	0	0	.	2	-3	2	.	.
GALR2 blocker	-2	0	-4	-3	-4	-3	16	7
HCT116 PTEN-null	66	63	91	103	99	97	89	105

# Complete entries as entered above. Screens in order: Measles CPE, NPY-Y2 antag, E-sel TNF inh, Yeast lifespan up, Yeast growth inh, HCT116 bCat-KO, MRP-1 activ, Phagocyt inh, GALR2 blocker, HCT116 PTEN-null
# Cc1cccc(Oc2nc(CN3CCOCC3)nc3sc4c(c23)CCCC4)c1 is listed with 8, 29*, ., 33*, -28, 68, -3.6, 0, 0, 63
# O=C(Nc1ccccn1)c1ccc2c(c1)S(=O)(=O)c1ccccc1C2=O is listed with 33, 1, ., 2, -53, 89, -4.0, ., 16, 89

# Part of the list above, set out differently:
no.	mol	Measles CPE	NPY-Y2 antag	E-sel TNF inh	Yeast lifespan up	Yeast growth inh	HCT116 bCat-KO	MRP-1 activ	Phagocyt inh	GALR2 blocker	HCT116 PTEN-null
8	CCCNC(=O)c1cc(S(=O)(=O)N2CCc3ccccc32)ccc1F	31	1	-6	-6	-10	76	-3.4	.	3	83
9	CCOc1ccc(N(CC(=O)Nc2ccc3c(c2)OCCO3)S(=O)(=O)c2c(C)noc2C)cc1	9	2	7	-5	-3	82	-3.0	0	-2	66
10	Cc1cccc(Oc2nc(CN3CCOCC3)nc3sc4c(c23)CCCC4)c1	8	29*	.	33*	-28	68	-3.6	0	0	63

# Going on with the list:
[17] CCOc1ccc(CC(=O)NNC(=S)NC2CCCCC2)cc1OCC
[18] O=C(c1cc(-c2ccc(Cl)c(Cl)c2)on1)N1CCCC1
[19] O=C(NC1CC2CCCC(C1)N2S(=O)(=O)c1ccccc1)c1ccco1 (stereo unspecified)
[20] Cc1ccc(/C=N/n2c(C)nnc2C)s1
[21] COc1ccc(C(=O)N=c2sc3c(C)ccc(OC)c3n2C)cc1
[22] COc1ccc(C(=O)Nc2ccc(C(F)(F)F)n(C)c2=O)cc1
[23] O=C(/C=N/O)Nc1ccc(F)cc1
[24] CCOc1ccc(C(=O)Nc2cc(C)c3c(=O)oc4ccccc4c3n2)cc1
[25] c1cn(C23CC4CC(CC(C4)C2)C3)cn1
[26] O=C(C[n+]1cc(-c2ccccc2)n2c1CCC2)Nc1nc(-c2ccccc2)cs1
[27] NC(=O)CN1CCOCCOCCN(CC(N)=O)CCOCCOCC1
assay / entry	17	18	19	20	21	22	23	24	25	26	27
Measles CPE	4	18	5	14	16	11	14	4	7	8	4
NPY-Y2 antag	0	6	0	-1	1	4	3	2	2	3	1
E-sel TNF inh	.	9	-2	.	-10	17	.	-9	-5	.	-13
Yeast lifespan up	.	-6	-20	-3	-10	-8	-8	-12	10	-2	.
Yeast growth inh	-24	-27	-31	-26	17	-26	-15	7	-62	-11	-25
HCT116 bCat-KO	91	104	100	94	74	85	102	83	92	85	94
MRP-1 activ	-0.6	4.1	-3.8	-1.0	-2.7	-0.8	-0.8	-1.3	-1.0	-2.6	-1.4
Phagocyt inh	.	0	.	-3	0	-14	-1	0	-1	-2	.
GALR2 blocker	0	-2	-3	-10	-2	11	9	2	2	14	-1
HCT116 PTEN-null	100	97	101	90	64	85	91	91	106	73	94
